Growth percent in the NCI-60 one-dose screen (48 h, 10 µM unless noted): 100 = growth as untreated, 0 = no growth, -100 = all killed.
SNB-75 – SNB-75 CNS cancer; 5% of 79,000 active
KM12 – KM12 colon cancer cells. 5% of 82,000 active
HCC-2998 – HCC-2998 colon cancer. 4.7% of 79,000 active. AID 1794799
SW-620 – SW-620 colon cancer | AID 1794795 | 5.2% of 82,000 active
HCT-15 – HCT-15 colon cancer | 5.2% of 82,000 active | AID 1794746
HCT-116 – HCT-116 colon cancer. 7.3% of 82,000 active
HT29 – HT29 colon cancer; 7.4% of 81,000 active
SF-268 – SF-268 CNS cancer cells | 3.1% of 82,000 active | AID 1794759
SNB-19 – SNB-19 CNS cancer cells; 2.5% of 81,000 active
Numbers without * were called inactive; x = no result given; & = joins results of further samples. Rule for the calls: active = growth percent below 10; inactive = the rest.

SMILES	SNB-75	KM12	HCC-2998	SW-620	HCT-15	HCT-116	HT29	SF-268	SNB-19
Cc1ccc(C(=O)Nc2cc(-n3ccnc3C)cc(C(F)(F)F)c2)cc1C#Cc1cnc2cccnn12	-28*	3.7*	-49*	13	5.0*	-41*	-17*	26	30
COc1ccc(-c2nn(-c3cccc(Cl)c3)cc2-c2nc(N)[nH]c(=O)c2C(C)=O)cc1	102	55	94	94	78	56	87	91	74
[2H]c1c(C([2H])([2H])CC)[nH]c(=S)[nH]c1=O	97	100	99	102	105	96	92	99	91
Oc1ccccc1CNCc1ccccc1	90	97	105	99	111	101	101	91	102
COC(=O)/C=C/CBr	94	99	96	100	95	95	95	97	93
COc1cc(/C=C/C(=O)c2ccc3c(c2)OCCO3)c(Cl)c(OC)c1OC	62	74	94	94	56	63	100	79	101
C=C(C)[C@@H]1CC[C@]2(/C=C(/C#N)C(=O)ON)CC[C@]3(C)[C@H](CC[C@@H]4[C@@]5(C)CCC(=O)C(C)(C)[C@@H]5CC[C@]43C)[C@@H]12	96	85	80	93	53	66	82	78	95
CCOC(=O)CC1(C)OCC(C)(C)CO1	102	102	98	103	115	102	106	98	103
COC(=O)c1ccc2c(c1)c1c(C)c3cccnc3c(C)c1n2C	79	81	97	60	86	65	75	73	77
[B-][N+](CC)(CC)c1ccccc1	84	105	105	109	100	100	107	103	105
CC(=O)C1=CC=C(c2cc3cc(Br)ccc3oc2=O)NC1C(F)(F)F (stereo not drawn)	x	100	101	104	101	72	92	95	93
C[C@@H]1N=C(c2coc3ccccc23)Nc2nc3ccccn3c2C1=O	82	89	83	90	102	88	101	106	92
CCOC(=O)CCn1cnc(N)n1	100	100	94	107	110	106	104	97	118
CN(C)c1ccc(/C=C/c2cnccn2)cc1	109	101	107	102	105	104	76	102	98
COc1ccc(NC(=O)COc2ccc(/C=C3/C(=O)Nc4ccc(Cl)cc43)cc2)cc1	115	103	107	104	110	109	114	119	103
N#Cc1c(-c2ccc(Cl)c(Cl)c2)nc(Nc2nc3ccccc3s2)[nH]c1=O	87	93	105	103	100	88	107	99	82
COc1cc2cc(Oc3ccc(NC(=O)c4cc(C(F)(F)F)cc(C(F)(F)F)c4)cc3)c(C)nc2cc1OC	62	38	74	47	38	19	50	75	50
NC(=O)C1(Nc2ccc([N+](=O)[O-])cc2)CCCC1	109	108	103	111	105	91	99	101	98
CC(=O)Nc1cc([N+](=O)[O-])ccc1C(=O)O	76&91	107&102	102&103	95&98	93&103	98&93	104&100	104&99	112&104
CCCCCCCC/C=C\CCCCCCCCCCCC(=O)O	111	108	105	111	109	110	94	122	107
COc1ccc(C(O)C(NCCO)c2ccc(OC)cc2)cc1 (stereo not drawn)	64	101	113	x	100	102	106	96	92
O=C(Nc1ccc([N+](=O)[O-])cc1)N1CCN(C(=O)Nc2ccc([N+](=O)[O-])cc2)CC1	100	102	99	103	100	94	104	107	109
CC(CCC(C)OS(=O)(=O)c1ccc(F)cc1)OS(=O)(=O)c1ccc(F)cc1 (stereo not drawn)	89	104	93	99	103	110	99	100	96
Cc1ccc(C(=O)/C(=N/O)S(=O)(=O)c2ccccc2)cc1	102	99	89	110	103	108	96	99	105
c1ccc(Cc2cccnc2)cc1	64	102	104	107	96	99	84	104	113

Molecules above that have fluorine:
SMILES	SNB-75	KM12	HCC-2998	SW-620	HCT-15	HCT-116	HT29	SF-268	SNB-19
Cc1ccc(C(=O)Nc2cc(-n3ccnc3C)cc(C(F)(F)F)c2)cc1C#Cc1cnc2cccnn12	-28*	3.7*	-49*	13	5.0*	-41*	-17*	26	30
CC(=O)C1=CC=C(c2cc3cc(Br)ccc3oc2=O)NC1C(F)(F)F (stereo not drawn)	x	100	101	104	101	72	92	95	93
COc1cc2cc(Oc3ccc(NC(=O)c4cc(C(F)(F)F)cc(C(F)(F)F)c4)cc3)c(C)nc2cc1OC	62	38	74	47	38	19	50	75	50
CC(CCC(C)OS(=O)(=O)c1ccc(F)cc1)OS(=O)(=O)c1ccc(F)cc1 (stereo not drawn)	89	104	93	99	103	110	99	100	96

Full records from above:
`CC(=O)C1=CC=C(c2cc3cc(Br)ccc3oc2=O)NC1C(F)(F)F` (stereo not drawn) as listed: SNB-75 = x; KM12 = 100; HCC-2998 = 101; SW-620 = 104; HCT-15 = 101; HCT-116 = 72; HT29 = 92; SF-268 = 95; SNB-19 = 93
`c1ccc(Cc2cccnc2)cc1` as listed: SNB-75 = 64; KM12 = 102; HCC-2998 = 104; SW-620 = 107; HCT-15 = 96; HCT-116 = 99; HT29 = 84; SF-268 = 104; SNB-19 = 113
`N#Cc1c(-c2ccc(Cl)c(Cl)c2)nc(Nc2nc3ccccc3s2)[nH]c1=O` as listed: SNB-75 = 87; KM12 = 93; HCC-2998 = 105; SW-620 = 103; HCT-15 = 100; HCT-116 = 88; HT29 = 107; SF-268 = 99; SNB-19 = 82

Later entries
SMILES	SNB-75	KM12	HCC-2998	SW-620	HCT-15	HCT-116	HT29	SF-268	SNB-19
O=C(Nc1ccc(Cl)cc1)N1CCN(c2ccc3nncn3n2)CC1	-69*	-41*	-34*	-88*	0.4*	-83*	-29*	-48*	80
CCOC(=O)c1c(N)sc(C(C)=O)c1C	70	114	102	119	93	89	101	109	95
Cc1ccc2c(c1)c(=O)n(-c1ccccc1)c1nnc(-c3ccccc3)n21	117	100	100	96	96	84	96	105	98
O=C1C(Cl)=C(Nc2cccc(C(F)(F)F)c2)C(=O)N1c1ccc(O)cc1	84	106	92	98	98	98	103	93	86
CN1CCc2c(c3ccccc3c3ccccc23)C1	66	39	70	29	31	17	38	39	66
CC(C)C1=CC2=C(C=O)C[C@@H]3[C@](C)(CCC[C@@]3(C)C(=O)OCC#CCN3CCOCC3)[C@H]2CC1	x	83	93	98	79	62	77	77	95
N=C1N=C(N)C2(CCCC2)/C1=C1\Nc2ccccc2S1	89	107	114	113	102	105	111	110	107
CC1(C(Cl)(Cl)Cl)C=CC(=NO)C=C1 (stereo not drawn)	95	105	111	116	111	93	95	108	96
Cc1ccc2nc(COc3ccc(NC(=O)Nc4ccc(Cl)c(Cl)c4)cc3)[nH]c2c1	80	68	98	91	64	88	109	97	91
CCOP(=O)(O)Cc1c(Cl)c(Cl)c(CP(=O)(O)OCC)c(Cl)c1Cl	103	108	99	111	100	95	103	105	100
C(=C\c1n(Cc2ccc3ccccc3c2)c2ccccc2[n+]1Cc1ccc2ccccc2c1)/c1ccc(-n2c3ccccc3c3ccccc32)cc1	109	99	116	94	102	90	101	104	96
C=CCNS(=O)(=O)c1ccccc1	104	98	134	109	106	101	100	105	109
COc1ccc(Cl)cc1NC(=O)c1cc2c(n1C)-c1nc(NC(=O)C(C)(C)C)sc1CC2	83	95	118	107	89	85	79	95	106
C=C(C)[C@@H]1CC[C@]2(C(=O)N3CCN(CC)CC3)CC[C@]3(C)[C@H](CC[C@@H]4[C@@]5(C)CC[C@H](O)C(C)(C)[C@@H]5CC[C@]43C)[C@@H]12	88	105	115	100	92	91	82	96	108
O=C(N/N=C/c1ccsc1)c1[nH]c2ccc(Br)cc2c1-c1ccccc1	-32*	-49*	-59*	-68*	-63*	-71*	-63*	-56*	-41*
CC(=O)c1cc(Nc2cc(C)nc(N)n2)cc(C(C)=O)c1	90	97	52	92	111	97	111	100	102
N#C/C(=C/c1ccco1)c1nnc(NC(=O)c2ccc(-n3c(=O)[nH]c4ccccc4c3=O)cc2)s1	122	113	115	125	102	105	110	118	102
CCNCCC(=O)N1[C@H](c2ccc(Cl)cc2)c2[nH]c3ccccc3c2C[C@@H]1OC(C)=O	82	95	97	92	99	74	90	97	99
COc1ccc(-c2cn(-c3ccc(Cl)c(Cl)c3)c(=S)[nH]2)cc1	83	90	76	96	95	61	113	65	48
CN1C(=O)/C(=C\c2cnc(-c3cccnc3)s2)c2ccccc21	99	103	103	99	95	109	103	99	96
CCOC(=O)c1csc(NC(=O)c2ccc(NC3CCCCC3)c([N+](=O)[O-])c2)n1	74	98	101	96	98	104	107	96	94
COc1ccc(/C=C2\CN(C)Cc3c2[nH]c(=O)c(C#N)c3-c2ccc(OC)c(OC)c2)cc1OC	90	95	99	86	99	95	111	85	99
COC(=O)c1ccc(C2OC34CCCCC3C(C#N)(C(=N)O4)C2(C#N)C#N)cc1 (stereo not drawn)	95	102	119	92	91	105	104	92	102
Cc1ccc2oc(C(=O)N3CCN(c4cccc(Cl)c4)CC3)c(C)c2c1	99	106	104	97	104	101	106	104	108
CC/C(=C(\CC)c1cc(C)c(O)c(C)c1)c1ccccc1	94	101	104	103	98	97	98	98	103

Part of the list above in order of molecular weight, lowest first.
SMILES	SNB-75	KM12	HCC-2998	SW-620	HCT-15	HCT-116	HT29	SF-268	SNB-19
C=CCNS(=O)(=O)c1ccccc1	104	98	134	109	106	101	100	105	109
CCOC(=O)c1csc(NC(=O)c2ccc(NC3CCCCC3)c([N+](=O)[O-])c2)n1	74	98	101	96	98	104	107	96	94
CCOP(=O)(O)Cc1c(Cl)c(Cl)c(CP(=O)(O)OCC)c(Cl)c1Cl	103	108	99	111	100	95	103	105	100
CC(C)C1=CC2=C(C=O)C[C@@H]3[C@](C)(CCC[C@@]3(C)C(=O)OCC#CCN3CCOCC3)[C@H]2CC1	x	83	93	98	79	62	77	77	95
N#C/C(=C/c1ccco1)c1nnc(NC(=O)c2ccc(-n3c(=O)[nH]c4ccccc4c3=O)cc2)s1	122	113	115	125	102	105	110	118	102
C(=C\c1n(Cc2ccc3ccccc3c2)c2ccccc2[n+]1Cc1ccc2ccccc2c1)/c1ccc(-n2c3ccccc3c3ccccc32)cc1	109	99	116	94	102	90	101	104	96

More records
SMILES	SNB-75	KM12	HCC-2998	SW-620	HCT-15	HCT-116	HT29	SF-268	SNB-19
Cn1cc(-c2csc(-c3c[nH]c4ccc(F)cc34)n2)c2cnccc21	-89*	-12*	-55*	-87*	-70*	-90*	-53*	-25*	14
Fc1ccc(CCOc2cccc(-c3nc4sccn4c3-c3ccccc3)c2)cc1	96	81	90	84	77	81	78	99	94
N#CC(C#N)=C(C#N)Nc1ccc(F)cc1	104	95	100	106	96	108	108	105	100
COc1cc(-c2cncn2-c2ccc(-c3nc4cc(OC)c(OC)c(OC)c4s3)cc2)ccc1F	x	99	102	87	79	74	57	102	88
COc1nc2c(c(=O)[nH]1)NC1=C(C(=O)c3ccccc31)C1(C=C(O)c3ccccc31)N2 (stereo not drawn)	82	89	112	100	104	106	119	94	106
COc1ccc(/C=N\O)cc1OC	88	114	110	103	121	103	111	116	98
Cc1cc(C(=O)O)c(C)c([N+](=O)[O-])c1	101	113	110	103	102	105	101	107	x
CC(=O)Nc1cccc(-c2nc3cc(-c4ccc(O)cc4)ccc3n2C)c1	62	37	88	79	42	46	63	43	51
CC1CCCC/C1=N/NC(=O)c1ccccc1 (stereo not drawn)	98	112	106	107	108	103	100	106	92
CCN(CC)CCOc1ccc(C(=C(C)Cc2ccc(OC)cc2)c2ccc(OCCN(CC)CC)cc2)cc1	76	49	45	-6.4*	7.1*	16	-4.1*	70	74
CCOc1ccc(N2C(=O)N(c3ccc(C)cc3)C(=N)C2=S)cc1	109	94	105	98	100	89	88	99	98
Cc1ccc(-c2ncc(S(=O)(=O)c3ccccc3)o2)cc1	111	105	109	100	99	105	109	98	100
O=c1[nH]c2ccccc2cc1CSc1ccc(Nc2nccc(-c3ccc(Cl)cc3)n2)cc1	-42*	23	15	2.7*	8.9*	-39*	0.0*	2.2*	-40*
CN(C)c1ccc(C(c2ccccc2)c2ccc(N(C)C)cc2)cc1	108	92	96	93	100	81	90	90	97
Cc1cc(SC#N)ncn1	87	104	x	106	102	99	108	111	103
O=C(Nc1ccccc1)c1nc(=O)[nH]c2ccccc12	90	98	109	103	102	99	110	101	96
CN1CCN(Cc2ccc(NC(=O)c3ccc(C#Cc4c(N)ncc5ccc(F)cc45)cc3)cc2C(F)(F)F)CC1	-15*	-75*	-83*	-52*	-55*	-95*	-73*	-21*	-92*
COc1ccc(CN2CCc3c(Sc4ccccc4Cl)nc(N)nc3C2=O)c(OC)c1	78	103	x	112	99	79	91	79	102
COc1ccc(/C=C\C(=O)OCCCCOC(=O)/C=C/c2ccc(OC)cc2)cc1	98	105	x	101	98	99	100	104	102
COc1ccc(C/C(C)=C(\c2ccccc2)c2ccc(OCCN)cc2)cc1	116	108	106	106	94	104	100	109	97
NS(=O)(=O)c1ccc(NC(=O)CC(=O)c2ccccc2)cc1	83	131	114	107	112	107	113	121	95
CCC(C(=O)O)c1cccc2ccccc12 (stereo not drawn)	90	97	107	107	106	107	98	99	97

High-throughput results (PubChem)
